# ssDAF12 agonist = S. stercoralis DAF-12 activation, primary screen | HEK293 ssDAF-12/GRIP1 lit1-tk-luc reporter, luminescence; % of 3 µM dafachronic acid response | AID 652126 | activation, % at 6.8 µM | hit rate 1% among 370,000;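 active = activation above the mean over all tested compounds plus 3 SD, cut at about 0.9% in these data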;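 also: 0% = DMSO-only wells and 100% = 3 µM delta7-dafachronic acid wells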
# DAX1 inh-1 = DAX1 (NR0B1) inhibition, primary screen | HEK293T StAR-luciferase reporter, SF-1/DAX-1 repression relief | inhibition, % at 6.8 µM | hit rate 1.1% among 370,000 | AID 652010;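 active = inhibition above the mean over all tested compounds plus 3 SD, cut at about 3.6% in these data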;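 also: 0% = DAX-1 cells with DMSO and 100% = cells lacking DAX-1 with DMSO; higher inhibition means more luminescence from relief of DAX-1 repression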
# DAX1 inh-2 = inhibitors of human orphan nuclear receptor DAX1 (NR0B1); inhibition, % at 6.75 µM; P51843; AID 504766; HEK293 Gal4-DAX1 luciferase reporter, luminescence; hit rate 0.99% among 340,000;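 active = inhibition above the mean over all tested compounds plus 3 SD, cut at about 4.2% in these data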;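 also: 0% = DAX1-transfected cells with DMSO and 100% = empty-vector control cells with DMSO; inhibition shows as a rise in luminescence from relieved DAX1 repression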
# ADAM10 inh = inhibitors of human ADAM10 | AID 720582 | hit rate 0.62% among 370,000 | inhibition, % at 7 µM | recombinant ADAM10, EDANS/DABCYL FRET peptide cleavage, 3 h | O14672;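 active = inhibition above a per-campaign cutoff equal to the mean of compounds falling between control-based bounds plus 3 SD, cut at about 20% in these data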;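 also: 0% = DMSO wells while the 100% control is not disclosed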
# SMARCA2 activ = SMARCA2 function activation, primary screen | MG213 cells, MMTV-luciferase reporter, dexamethasone, overnight | activation, % at 9.1 µM | hit rate 1% among 370,000; in the data active = activation above about 7.8%;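 also: 0% = vehicle wells and 100% = reference activator wells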
# sPLA2-III inh = Blocks human group III sPLA2 activity. Q9NZ20. QFRET BODIPY PC-A2 liposome hydrolysis, fluorescence. inhibition, % at 12.2 µM. hit rate 0.56% among 370,000;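 active = inhibition above mean plus 3 SD of compounds lying within the high and low control bounds, cut at about 19% in these data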;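 also: 0% = median of test compound wells and 100% = no enzyme DMSO wells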
# hcDAF12 agonist = H. contortus DAF-12 activation, primary screen; HEK293 hcDAF-12 lit1-tk-luc reporter, luminescence; 0% DMSO, 100% Δ7-dafachronic acid; activation, % at 6.8 µM; hit rate 1.4% among 370,000; AID 652067;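 active = activation above the mean of all tested compounds plus 3 SD, cut at about 5.5% in these data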;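 also: 100% = response to 3 µM Δ7-dafachronic acid high control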
# NPR2 activator = GC-B (human) receptor activation; P20594; HEK293-GC-B cells, CNP EC30, cGMP TR-FRET; 0% at EC30 CNP, 100% saturating CNP; activation, % at 10 µM; hit rate 0.11% among 370,000; AID 1920062;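 active = activation at 10 µM reaching about 35% in either raw or pattern-adjusted values, limit read from the data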
# FXN GAA850 act = frataxin GAA850 promoter activation | HEK293 lucGAA850 FXN promoter luciferase reporter, 24 h; percent of 10 µM SAHA response | activation, % at 6 µM | hit rate 0.56% among 360,000;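 active = activation above the average of all compounds screened plus 3 SD, cutoff fixed separately per campaign, cut at about 7.5% in these data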;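 also: 0% = DMSO wells and 100% = 10 µM SAHA wells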
# hgDAF-12 ag = activates the H. glycines DAF-12 receptor ligand-binding domain | HEK293 GAL4-hgDAF12 UAS-luciferase reporter, agonist luminescence; normalized to butyrate control | hit rate 1.8% among 370,000 | activation, % at 6.8 µM;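 active = activation above a cutoff set at the mean of all screened compounds plus 3 SD, cut at about 10% in these data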;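 also: 0% = DMSO wells and 100% = sodium butyrate wells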
# NPR1 activator = GC-A (human) enzyme activation | P16066 | HEK293 GC-A cells, cGMP TR-FRET, EC30 ANP; 0% at EC30 ANP, 100% saturating ANP | activation, % at 10 µM | hit rate 0.14% among 370,000; in the data active = activation above about 40%
# Target sequence (P16066 whole entry, looked up): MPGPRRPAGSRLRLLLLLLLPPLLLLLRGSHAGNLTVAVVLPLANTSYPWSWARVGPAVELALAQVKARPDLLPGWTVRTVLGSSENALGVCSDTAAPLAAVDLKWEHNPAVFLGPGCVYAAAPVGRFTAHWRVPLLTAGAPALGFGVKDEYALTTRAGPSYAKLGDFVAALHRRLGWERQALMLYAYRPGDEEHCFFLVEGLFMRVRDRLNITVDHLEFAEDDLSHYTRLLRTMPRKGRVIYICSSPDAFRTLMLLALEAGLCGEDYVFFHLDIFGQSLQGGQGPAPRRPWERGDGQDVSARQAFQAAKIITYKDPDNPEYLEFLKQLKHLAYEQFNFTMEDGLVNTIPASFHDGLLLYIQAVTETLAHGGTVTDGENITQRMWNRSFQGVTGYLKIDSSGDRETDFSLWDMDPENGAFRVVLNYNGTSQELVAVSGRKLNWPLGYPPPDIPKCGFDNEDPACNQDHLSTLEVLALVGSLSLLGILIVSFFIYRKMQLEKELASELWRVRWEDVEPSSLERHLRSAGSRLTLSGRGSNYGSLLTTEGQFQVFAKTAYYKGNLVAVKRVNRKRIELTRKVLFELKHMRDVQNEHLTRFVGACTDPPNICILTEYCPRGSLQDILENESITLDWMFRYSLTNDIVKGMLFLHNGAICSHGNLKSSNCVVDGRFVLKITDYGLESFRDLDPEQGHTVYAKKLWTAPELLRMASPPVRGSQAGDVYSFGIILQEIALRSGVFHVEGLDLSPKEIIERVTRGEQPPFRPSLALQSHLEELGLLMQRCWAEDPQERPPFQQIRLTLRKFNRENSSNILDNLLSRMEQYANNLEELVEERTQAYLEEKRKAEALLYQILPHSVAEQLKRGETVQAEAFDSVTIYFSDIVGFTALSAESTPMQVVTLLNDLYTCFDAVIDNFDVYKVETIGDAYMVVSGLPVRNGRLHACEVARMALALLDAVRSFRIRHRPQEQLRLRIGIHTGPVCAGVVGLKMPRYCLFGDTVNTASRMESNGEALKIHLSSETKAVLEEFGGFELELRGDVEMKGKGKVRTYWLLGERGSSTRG
# Active calls of the source: *; x = no result given.
SMILES,ssDAF12 agonist,DAX1 inh-1,DAX1 inh-2,ADAM10 inh,SMARCA2 activ,sPLA2-III inh,hcDAF12 agonist,NPR2 activator,FXN GAA850 act,hgDAF-12 ag,NPR1 activator
CN(C)c1ccnc(NCc2ccccc2)c1C#N,-1.0,-0.7,0.2,-10,1,-1,-1.6,0,1.7,-0.2,4
O=C(CN1CCCCCCC1)N/N=C/c1ccc(F)c(F)c1,-1.3,0.6,1.1,-4,-1,1,1.1,2,2.0,-0.6,0
Cc1ccc(NC(=S)N(C)C)cc1C,-1.6,0.5,x,-6,-2,1,1.2,10,0.1,-1.2,6
O=C(CCN1C(=O)c2ccccc2C1=O)Nc1ccc(F)cc1,-1.4,0.3,-0.6,-2,-3,-2,-2.0,4,0.8,-2.5,-4
O=C(CC(O)(CC(=O)OCc1ccccc1)C(=O)OCc1ccccc1)OCc1ccccc1,-1.2,1.3,-0.8,12,-3,-20,-0.1,-2,-1.6,-3.4,4
CC(=O)c1cccc(NC(=O)NNC(=O)c2ccc(-c3ccccc3)cc2)c1,-0.3,-1.5,0.1,-19,0,-7,-1.6,-1,0.2,-0.6,-2
COc1ccc(-c2nnc(SCC(=O)NCc3cccs3)n2C(C)C)cc1,-1.3,-0.9,-1.0,10,-1,-2,-0.4,3,-0.9,-4.2,0
CCOc1cc(/C=N\NC(=O)C2C(=O)NCC2c2ccccc2)ccc1OC (configuration not stated),-0.6,-0.6,0.9,-4,-1,-2,-1.1,1,4.0,-0.8,8
Cc1nc(Nc2nc3ccccc3o2)nc2c1CCC2,-0.1,2.3,-1.8,1,0,3,4.2,0,-4.4,4.4,-2
CCOC(=O)c1ccc(NC(=O)Cn2nnc(-c3ccc(C)cc3)n2)cc1,-1.0,0.3,0.3,11,1,-1,0.6,2,-0.3,0.0,-3
Cc1oc(-c2ccc(Cl)cc2)nc1CN1CCCC(C(=O)NCCCN2CCOCC2)C1 (configuration not stated),-1.8,-2.1,-2.6,0,-2,-6,-1.2,-1,2.2,-3.6,-3
O=C(c1ccccc1)N1N=C(c2ccccc2O)CC1c1ccccc1 (configuration not stated),-1.1,-0.1,4.1,-3,-2,3,0.1,-4,1.4,-1.5,-14
CSc1nc(SCCN(C)C)c2c3c(sc2n1)COC(C)(C)C3,-1.2,0.0,1.5,-11,8.1*,-8,-1.6,-5,2.1,0.1,1
Cc1ccc2nsnc2c1S(=O)(=O)NCCc1c(C)[nH]c2ccc(F)cc12,-2.1,0.0,0.6,6,-2,-30,-1.5,-4,-3.0,0.7,-2
CCOP(=O)(OCC)C(NC(=O)NS(=O)(=O)c1ccc(C)cc1)c1ccccc1 (configuration not stated),-0.7,0.2,-0.3,-2,-3,-2,0.8,1,0.3,1.6,-1
COc1ccc(CCNc2nc3ccc(C)cc3n3cnnc23)cc1OC,-1.0,0.1,-0.6,8,-3,7,-0.3,7,2.6,3.7,16
CCCCN(CC)CCCNC(=O)Cn1nc(Cc2ccncc2)c2ccccc2c1=O,-1.6,-0.5,0.2,3,-3,1,-0.7,2,-1.4,0.4,9
NS(=O)(=O)c1ccc(NC(=S)NC(=O)c2ccc(Br)o2)cc1,-0.7,-0.3,0.0,-6,0,13,0.6,1,0.7,8.5,0
C/C(=N\NC(=O)c1nnn(-c2nonc2N)c1-c1cccs1)c1ccc(O)cc1,-0.6,0.1,0.0,2,-3,-2,-0.7,-5,-0.7,-2.0,8
O=C(NCCN1CCCCC1)c1cc2ccccc2[nH]1,-1.4,0.4,0.7,-8,0,3,-2.3,-1,0.1,0.2,-5
O=[N+]([O-])c1ccc(CN2CC(N3CCC(c4ccccc4)CC3)CS2(=O)=O)cc1 (configuration not stated),-1.6,0.9,x,-9,-4,-3,-0.8,-5,x,0.9,-4
CSC1=N/C(=C\c2ccc(C)s2)C(=O)S1,-1.3,0.1,0.3,6,-3,2,0.7,-4,-3.6,1.5,-2
S=C(Nc1ccccc1)NC1CCN(Cc2ccccc2)CC1,-1.4,0.0,-0.2,-2,-3,0,-2.2,4,-1.6,-0.9,0
CC1CCCCC1NC(=O)CN(C)S(=O)(=O)c1ccc2c(c1)CCC(=O)N2 (configuration not stated),-1.9,-0.2,-0.7,0,-4,9,0.0,2,0.6,-2.0,2
COC(=O)/C=C/c1ccc2c(c1)S(=O)(=O)N(c1cccc(OC)c1)[C@H]2CC(=O)OC,-1.2,-0.4,-0.7,-6,1,-8,-1.6,-2,-0.3,-0.3,1
CCN(CC)C(=S)SCC(=O)Nc1ncc2c(n1)CC(C)(C)CC2=O,-1.3,-0.1,x,-5,-2,1,0.1,-1,0.0,-0.8,0
Cc1ccc2c(c1)/C(=N/OC(=O)c1ccc(F)cc1)CCS2,-0.5,-0.4,1.3,-10,-5,4,0.9,-9,2.8,3.7,2
COc1ccc(C(=O)CSc2n[nH]c(-c3ccco3)n2)cc1,-1.6,-0.6,-0.1,8,0,-11,-1.3,1,0.9,0.3,-11
Cc1cccnc1NC(=O)CCC(=O)c1cccs1,-0.7,0.2,0.5,-10,-1,-1,3.6,2,1.3,0.9,3
Cc1noc(C)c1NC(=O)N(C)C[C@@H]1Oc2ccc(NC(=O)CCC(F)(F)F)cc2CC(=O)N([C@@H](C)CO)C[C@@H]1C,-0.7,0.1,-0.5,-3,1,7,0.6,6,0.2,-2.0,3
CCn1c(SCC(=O)NCc2ccco2)nnc1-c1c[nH]c2ccccc12,-1.4,-1.1,0.0,-4,1,-2,-1.0,-10,3.8,0.7,-5
COc1ccccc1CNC(=O)COC(=O)Cn1cnc2ccccc21,0.0,-0.1,0.9,6,-4,2,2.1,5,0.6,1.1,-3
COC(=O)c1ccccc1N=C(SC)N(C)C,-1.1,-1.1,-1.6,-6,-2,1,1.1,4,0.4,0.5,-1
O=C(CSc1nnnn1-c1ccc(C(=O)O)cc1)NC1CCCCC1,-0.3,-0.2,-0.8,0,-2,1,-1.4,0,-0.4,0.6,4
O=S(=O)(Nc1ccc(S(=O)(=O)Nc2ncccn2)cc1)c1ccc(Cl)cc1,-1.1,-0.1,1.8,-2,-2,-1,2.0,0,2.5,1.5,1
CCCN1C(=O)c2ccc(C(=O)Nc3nccs3)cc2C1=O,-1.6,0.2,-0.3,-8,2,0,-0.6,-6,2.1,-0.5,7
CCOC(=O)N1C(=O)C2(CCCCC2)N(c2ccccc2Cl)C1=S,-1.4,-1.2,0.0,7,-2,9,-2.2,-3,0.6,-0.2,-4
CCCCSc1nc2ccccc2[nH]1,-0.2,1.1,-0.4,-6,5,-2,0.7,-5,3.8,7.0,-4
Cc1ccc(CNC(=O)C2CCN(S(=O)(=O)c3ccc(Br)s3)CC2)cc1,-1.6,-0.3,-1.6,1,-1,-3,-2.2,2,0.4,1.7,2
O=C(Nc1ccnc(-c2cccnc2)n1)c1cccs1,-1.0,-0.9,-1.1,-15,-5,3,1.2,x,-1.3,-1.4,x
O=C(Nc1nc(-c2ccc(F)cc2)cs1)C1CCN(C(=O)c2ccc(F)cc2)CC1,-1.6,-7.7,-4.0,12,-4,-16,-3.9,-10,-3.0,-8.4,8
COC(=O)[C@]12C[C@H](CC(=O)NCCCN3CCCC3=O)C(=O)N(Cc3ccco3)C1=C[C@H](C1CCCC1)O[C@@H]2C,-0.9,-0.1,x,1,-1,-2,1.4,-1,x,-0.6,-3
CC(=O)c1ccc(NC(=O)c2cc(C)no2)cc1,-1.0,-0.3,0.0,2,2,5,-0.5,-3,-1.2,2.2,1
CCOC(=O)N1CCN(C(=O)c2ccc(C)c(S(=O)(=O)N3CCCCC3)c2)CC1,-1.0,-1.6,-0.4,-3,0,-6,-2.2,1,0.5,-2.7,1
Cc1ccc(S(=O)(=O)N2CCC(C(=O)Nc3nnc(C4CCCC4)s3)CC2)cc1,-1.4,-0.2,0.3,0,-4,3,-1.5,0,1.3,1.8,1
C[C@H](NC(=O)C1CCN(S(=O)(=O)c2ccccc2)CC1)C(=O)NCc1cccnc1,-1.9,-0.9,1.2,-5,-2,15,-0.7,-3,1.9,-0.8,3
Cn1c(=O)oc2cc(S(=O)(=O)N3CCC(C(=O)NCC4COc5ccccc5O4)CC3)ccc21 (configuration not stated),-0.8,-1.0,0.7,-16,-3,5,-1.3,-1,0.9,3.1,-2
Cc1ccc2nc(NCCCNC(=O)c3cnccn3)c(C#N)cc2c1,-0.8,0.7,1.6,-197,3,1,-1.7,6,1.0,0.4,4
CC(C)C[C@@H]1CN=C(N)N1C[C@@H]1CCCN1C[C@H](C)N1C[C@@H](Cc2ccccc2)N(CCCC2CCCC2)C1=N,-0.9,-0.4,2.4,-7,0,-1,0.4,0,1.5,-2.5,2
CC(=O)Nc1ccc(OCC(O)Cn2nc(C)c(Br)c2C)cc1 (configuration not stated),-1.6,0.3,-1.2,-12,-4,3,-0.9,-1,-0.5,-2.0,2
CC(=O)Nc1ccc(NC(=O)c2nc(S(=O)(=O)Cc3ccccc3)ncc2Cl)cc1,-0.7,-1.2,1.6,4,-10,-2,2.5,5,6.0,-5.2,12
O=C(Nc1cc([N+](=O)[O-])ccc1Cl)c1ccc2c(c1)OCO2,-1.2,0.4,-1.6,-2,2,-1,-0.6,3,1.9,0.6,5
COC(=O)c1ccccc1NC(=O)CN1CCN(c2ccccn2)CC1,-2.3,-0.5,-2.4,10,-4,-6,-1.2,-6,0.3,-4.1,-4
CCOc1ccccc1C(=O)N(Cc1ccc(C)o1)C1CCS(=O)(=O)C1 (configuration not stated),-0.8,-0.9,-0.1,2,0,7,-0.3,-8,1.0,0.4,-7
COc1ccc(OCc2cccc(C(=O)NN)c2)cc1,-0.6,3.9*,-4.6,7,13*,-4,1.9,2,7.0,18*,4
COC/C=C/C1=CC2=CC(=O)C(C)(OC(=O)c3cnc4ccccc4n3)C(=O)C2=CN1C1CC1 (configuration not stated),-1.0,-0.1,0.4,5,0,7,-1.4,5,1.4,0.5,2
O=C(NC1CCCC1)C(c1cccs1)N(Cc1ccco1)C(=O)c1csnn1 (configuration not stated),-0.9,-0.9,0.7,1,3,3,-1.3,-5,0.5,0.8,-6
C=CCNc1sc(C(=O)c2ccccc2)c(N)c1C#N,-1.5,-0.8,0.1,-5,-1,3,-1.6,10,1.2,0.4,0
Cc1ccc(Nc2nc(C)c3c(n2)CC(C)CC3=O)c(C)c1 (configuration not stated),-1.8,-0.1,-1.2,3,-2,-3,0.2,-1,1.2,0.3,-2
COc1cc(/C=N\NC(=O)CNC(=O)C(c2ccccc2)c2ccccc2)ccc1O,-1.4,-0.3,1.4,-11,-3,-9,-1.5,-5,0.4,-1.9,-5

# Three compounds out of the list above, sorted by the number in SMARCA2 activ, descending:
smiles | SMARCA2 activ
CC(=O)c1ccc(NC(=O)c2cc(C)no2)cc1 | 2
C[C@H](NC(=O)C1CCN(S(=O)(=O)c2ccccc2)CC1)C(=O)NCc1cccnc1 | -2
CC(=O)Nc1ccc(OCC(O)Cn2nc(C)c(Br)c2C)cc1 (configuration not stated) | -4

# Screens: PubChem BioAssay, several laboratories
